LMP1 NFkB inh: EBV LMP1-driven NF-kappaB luciferase reporter inhibitors, primary screen, cell-based, luminescence, single point; inhibition, % at 12.5 µM; LMP1-induced NF-kappaB luciferase reporter cells; AID 504558, 2011; hit rate 0.69% among 350,000; in the data active means inhibition above about 41%;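 further: 0% = neutral control wells and 100% = reference inhibitor control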
KKLEB tox: cytotoxicity in KKLEB CF airway cells, primary screen, cytotoxicity control for CF NF-kB inhibitor project, cell-based, uHTS, fluorescence assay plates | hit rate 0.36% among 360,000 | AID 602141, 2011 | KKLEB CF airway cells viability, ATPlite luminescence, overnight; active compounds read low; cells stimulated with P. aeruginosa culture filtrate | activity change (cytotoxicity), % at 5 µM;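 active means corrected activity change at or below -50% at 5 µM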
NCOA1 inh: SRC1 coactivator transcriptional activity inhibitors, primary screen, cell-based, luminescence; HEK293 GAL4-SRC1 luciferase reporter; Nuclear receptor coactivator 1 (Homo sapiens), Q15788; AID 588354, 2011; inhibition, % at 3.6 µM; hit rate 0.12% among 360,000;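 active means inhibition above the campaign mean plus 3 SD, with each screening campaign given its own cutoff, cut at about 60% in these data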;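 further: 0% = DMSO treated cells and 100% = gossypol at 36 µM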
Target sequence (Q15788 whole entry, looked up, the tested form may be a part): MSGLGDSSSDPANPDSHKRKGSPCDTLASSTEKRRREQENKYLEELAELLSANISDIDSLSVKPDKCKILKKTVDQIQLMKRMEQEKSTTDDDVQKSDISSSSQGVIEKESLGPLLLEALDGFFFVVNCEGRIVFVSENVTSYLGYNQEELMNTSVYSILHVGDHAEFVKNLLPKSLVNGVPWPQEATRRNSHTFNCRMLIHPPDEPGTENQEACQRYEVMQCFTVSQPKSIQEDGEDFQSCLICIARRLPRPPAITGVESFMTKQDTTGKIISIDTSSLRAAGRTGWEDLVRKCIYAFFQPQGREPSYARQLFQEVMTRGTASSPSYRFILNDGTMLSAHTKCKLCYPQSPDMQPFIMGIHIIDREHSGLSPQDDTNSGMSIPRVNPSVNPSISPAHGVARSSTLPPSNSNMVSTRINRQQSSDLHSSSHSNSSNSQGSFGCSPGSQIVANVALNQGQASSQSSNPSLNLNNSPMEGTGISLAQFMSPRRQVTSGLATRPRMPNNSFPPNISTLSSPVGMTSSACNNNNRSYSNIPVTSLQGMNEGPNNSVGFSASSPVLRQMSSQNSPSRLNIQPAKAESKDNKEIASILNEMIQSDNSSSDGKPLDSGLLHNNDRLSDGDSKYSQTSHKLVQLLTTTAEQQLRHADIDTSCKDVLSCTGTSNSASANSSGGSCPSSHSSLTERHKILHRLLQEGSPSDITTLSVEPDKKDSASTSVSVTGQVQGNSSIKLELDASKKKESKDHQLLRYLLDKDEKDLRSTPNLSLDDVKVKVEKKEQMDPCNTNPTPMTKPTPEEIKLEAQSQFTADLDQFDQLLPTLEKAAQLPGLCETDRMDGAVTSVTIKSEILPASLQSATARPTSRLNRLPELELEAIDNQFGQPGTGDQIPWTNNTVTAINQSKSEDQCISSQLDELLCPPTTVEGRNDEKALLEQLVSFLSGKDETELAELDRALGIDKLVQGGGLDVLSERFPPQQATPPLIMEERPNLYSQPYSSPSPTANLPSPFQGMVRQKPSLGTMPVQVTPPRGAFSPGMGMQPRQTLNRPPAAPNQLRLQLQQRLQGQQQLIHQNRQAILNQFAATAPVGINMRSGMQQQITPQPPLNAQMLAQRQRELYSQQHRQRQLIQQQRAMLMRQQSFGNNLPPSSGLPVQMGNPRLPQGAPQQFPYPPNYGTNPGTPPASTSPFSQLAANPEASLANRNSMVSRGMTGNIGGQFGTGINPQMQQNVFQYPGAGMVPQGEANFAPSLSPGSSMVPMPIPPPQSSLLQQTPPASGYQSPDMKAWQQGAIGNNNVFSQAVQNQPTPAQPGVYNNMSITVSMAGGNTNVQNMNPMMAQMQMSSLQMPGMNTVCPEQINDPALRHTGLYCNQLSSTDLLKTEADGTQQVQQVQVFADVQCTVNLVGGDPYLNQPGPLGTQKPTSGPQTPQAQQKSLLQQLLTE
COUP-TFII inh: NR2F2 transcriptional activity inhibitors, primary screen, cell-based, luciferase reporter, HEK293T, luminescence; HEK293T NGFI-A luciferase reporter; inhibition, % at 8.6 µM; hit rate 0.7% among 370,000;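 active means inhibition above a per-plate cutoff, mean inhibition of test wells between control levels plus 3 SD, cut at about 38% in these data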;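 further: cells cotransfected with COUP-TFII expression vector driving the NGFI-A reporter; 0% = median of COUP-TF2 test wells and 100% = reporter-only cells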
NCOA2 inhibitor: inhibition of GAL4-SRC2 driven luciferase reporter, primary screen, SRC2 inhibitor project, cell-based, luminescence | inhibition, % at 9 µM | Nuclear receptor coactivator 2 (Homo sapiens), Q15596 | HEK293 GAL4-SRC2 luciferase reporter | hit rate 0.17% among 370,000;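 active means inhibition above the mean inhibition of all tested compounds plus 3 SD, set per campaign, cut at about 52% in these data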;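 further: 0% = DMSO treated cells and 100% = cells given Gossypol at 36 µM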
TWEAK-Fn14 inh: inhibitors of TWEAK-Fn14 signaling, primary screen, luciferase reporter cells, uHTS; TWEAK-stimulated Fn14 reporter cells, luciferase luminescence, 8 h; inhibition, % at 10 µM; hit rate 2% among 360,000; in the data active means inhibition above about 50%
C8 TRAIL sens: viability loss with TRAIL in NB7+C8 cells, primary screen, TRAIL sensitizer project, cell-based, ATPlite luminescence; inhibition (viability loss, TRAIL sensitization), % at 10 µM; hit rate 1% among 360,000;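 active means compounds causing at least 50% loss of cell viability in the single-dose screen, relative to plate controls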
SRC3 inh: SRC3 coactivator transcriptional activity inhibitors, primary screen, cell-based, luminescence | Nuclear receptor coactivator 3 (Homo sapiens), Q9Y6Q9 | HEK293 GAL4-SRC3 luciferase reporter | inhibition, % at 3.6 µM | hit rate 0.17% among 360,000;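 active means inhibition above a per-campaign cutoff, the mean of all compounds plus 3 SD, cut at about 60% in these data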;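 further: 0% = DMSO-treated cells and 100% = gossypol-treated cells at 36 µM; higher means less SRC3-driven luciferase light from the GAL4 reporter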
TROY signal inh: inhibitors of TROY-driven NF-kB signaling, primary screen, Q293 LMP1-TROYcd cells, NF-kB luciferase, uHTS | inhibition, % at 10 µM | hit rate 0.98% among 360,000 | Q293 LMP1-TROYcd NF-kB luciferase reporter, 4 h;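 active means compounds whose plate-normalised and pattern-corrected inhibition of the luciferase reporter signal at the single screening dose is 50% or more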
CF NFkB block: inhibitors of PAF-induced NF-kB signaling, primary screen, cell-based, GFP fluorescence, uHTS; inhibition, % at 5 µM; AID 588850, 2011; KKLEB NF-kB-GFP reporter, GFP fluorescence overnight; hit rate 0.86% among 360,000;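 active means at least 50% inhibition at 5 µM, scaled per plate between neutral and stimulator controls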;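 further: PAF is a Pseudomonas aeruginosa culture filtrate used as stimulus; plate controls were PAF-stimulated DMSO wells for no effect and unstimulated DMSO wells for full effect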
LRH-1 inv ag: LRH-1 (NR5A2) inverse agonists, primary screen, cell-based, luminescence, HEK293T, StAR-luciferase reporter; AID 602396, 2012; LRH-1 transfected, 24 h; Nuclear receptor subfamily 5 group A member 2 (Homo sapiens), O00482; inhibition, % at 3.6 µM; hit rate 0.13% among 360,000;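 active means inhibition above the mean inhibition of all tested compounds plus 3 SD, cut at about 73% in these data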;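 further: 0% = DMSO wells and 100% = reporter-only cells lacking LRH-1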
* marks the source's active call; other numbers are inactive results; . = not tested or not shown.

SMILES	LMP1 NFkB inh	KKLEB tox	NCOA1 inh	COUP-TFII inh	NCOA2 inhibitor	TWEAK-Fn14 inh	C8 TRAIL sens	SRC3 inh	TROY signal inh	CF NFkB block	LRH-1 inv ag
Cc1ccc(-n2cc(C(=O)c3ccc4ccccc4c3O)cn2)cc1	4	-5	7	11	11	11	15	-14	-12	8	5
Cc1cccc(-n2ncc3c(NCc4cccs4)ncnc32)c1	-16	-8	-91	-29	-34	12	14	-60	-41	4	-108
O=c1c(Cl)c(N2CCCCC2)cnn1-c1nc2ccccc2[nH]1	78*	-56*	8	56*	32	104*	87*	30	82*	4	-28
O=C(NC1CCCCC1)[C@@H]1CC=C[C@@H]2CCN(C3CCCCC3)C(=O)[C@@H]21	1	14	7	-6	-24	0	-2	-13	-2	-14	-13
O=C(c1cc([N+](=O)[O-])ccc1Cl)N1CCN(c2ccccn2)CC1	0	-1	-6	-14	5	1	-4	-7	-15	-16	-16
Cc1cccc(C)c1OCc1nc2ccccc2c(=O)n1/N=C/c1ccc(OCC(=O)O)cc1	-6	1	-21	-20	-5	4	14	6	-39	12	-17
Cc1cc(C(=O)N(C)C2CCCCC2)no1	5	3	0	3	-10	8	2	-4	-2	-12	-5
COc1ccc(S(=O)(=O)Nc2cccc(C)c2C)c2cccnc12	8	5	-1	7	-1	28	-20	7	19	10	-10
O=C(CN1C(=O)C2C3C=CC(C3)C2C1=O)Nc1cccc2c1CCCC2 (stereo unspecified)	-11	-5	4	-5	-4	-8	0	14	-10	5	8
O=C(Nc1cccc2ccccc12)N(c1ccccc1)c1ccccc1	4	10	-3	2	18	-1	0	3	14	8	-1
CCOC(=O)COc1c(OC)cc(Cl)cc1C1Nc2ccccc2C(=O)N1c1cccc(C)c1 (stereo unspecified)	-14	-20	-8	13	-2	7	14	-8	-7	-3	-20
Cc1cc(C)nc(NS(=O)(=O)c2ccc(NC(=O)C(C)C)cc2)n1	2	9	-1	-4	-29	-9	-4	-7	16	-12	10
O=C(NCC(c1ccc(F)cc1)N1CCOCC1)c1cccnc1Sc1ccccc1 (stereo unspecified)	5	-8	-12	15	8	-4	-22	-10	0	-2	-2
COC(=O)c1cccc(NC(=O)CCSc2ccc(Cl)cc2)c1C	9	-10	11	5	20	-6	-4	-11	-3	25	-7
CCCCNC1=CC(=O)C(NCCCC)=CC1=O	-2	31	-26	-5	-35	-10	-8	-9	-5	-14	-28
Cc1cccc(NC(=O)c2ccc(OCC3CCCO3)cc2)c1C (stereo unspecified)	-18	-3	-31	1	-49	-15	0	-13	-55	6	-35
O=[N+]([O-])c1ccc(CN2CCC(Cc3ccccc3)CC2)cc1	-1	-12	-28	20	2	-3	-13	-3	2	4	15
CCOc1ccc(C(=O)NNC(=O)C2CC(=O)N(c3ccc(C)cc3)C2)cc1 (stereo unspecified)	1	-18	5	13	-24	0	7	10	-16	12	19
Cc1ccc(C(=O)Nc2cccnc2)cc1S(=O)(=O)N1CCCCCC1	-1	1	-38	-1	-22	9	10	0	-32	18	-41
CCCn1cnc2c(SCc3ccccc3Cl)nc(N)nc21	1	-16	-85	-44	-48	-92	15	-123	-40	3	-65
C/C(=C/c1ccccc1)C(=O)N1CCN(c2ccccc2)CC1	-8	-2	-7	-18	-24	-19	1	-21	-27	1	-3
O=C(NCc1cccnc1)Nc1ccc(Br)cc1Cl	5	-11	16	1	-27	-1	5	-5	-4	-2	7
COc1ccc(OC)c(CC(=O)Nc2ccc3c(c2)c(=O)n(C)n3Cc2cccc(C(F)(F)F)c2)c1	.	0	2	83*	58*	13	-4	2	9	15	-7
COc1ccccc1/C=C/C(=O)Nc1ccc(N2CCOCC2)cc1	-5	9	-16	-9	4	-3	-5	0	2	-10	-6
CCOC(=O)c1ccc2c(c1)N(Cc1ccccc1C)C(=O)c1ccccc1S2=O (stereo unspecified)	-6	-16	10	-1	8	-1	6	0	-4	14	-6
CN1CCN(C(=O)c2ccc(N3CCCC3=O)cc2)CC1	5	9	-18	10	17	-15	29	-9	12	-2	1
NC1=NC(=O)C2(COC(c3ccccc3Cl)OC2)S1 (stereo unspecified)	4	4	7	9	-6	-2	-8	14	-12	-1	-5
COC(=O)c1sc(S(=O)(=O)Nc2c(C)nn(C)c2C)c(C(=O)OC)c1C	1	10	-13	1	-32	-1	-15	16	-3	-17	-10
CCn1c(SCC(=O)N2CCc3ccccc32)nnc1-c1ccncc1	-8	-10	-6	1	6	9	3	0	5	-8	10
COc1ccccc1C(=O)Nc1ccc(-c2nnc(SCC(=O)O)n2C)cc1	2	-6	-2	4	10	13	5	-4	0	13	-19
COc1ccccc1N1CCN(c2cc(=O)n(Cc3ccc(F)cc3)c(=O)[nH]2)CC1	-4	-12	-4	-21	1	9	12	8	15	-4	5
COc1ccc(N2CCN(CCNC(=O)c3c(C)cc(=O)oc3C)CC2)cc1	51*	3	2	-4	22	10	5	-6	11	-9	-3
O=[N+]([O-])c1cccc(S(=O)(=O)NCC2CC3CCC2C3)c1 (stereo unspecified)	0	-7	-1	3	12	6	5	4	1	-2	19
Cc1ccc2cc(C(c3nnnn3CC3CCCO3)N3CCc4ccccc4C3)c(=O)[nH]c2c1 (stereo unspecified)	-6	2	-12	-20	5	-1	-4	-9	-6	-2	6
COc1ccc(OC)c(CN2CCN(Cc3cc(=O)oc4cc(O)ccc34)CC2)c1	4	8	0	2	-1	8	7	7	2	4	-1
COc1cccc(CN(C)C(=O)C2CCN(S(=O)(=O)c3ccc(C)cc3)CC2)c1OC	-3	-1	-16	-10	-9	-2	18	-6	-6	4	22
COc1ccc(N(CC(=O)N/N=C/c2ccc(OC3CSC3)cc2)S(=O)(=O)c2ccccc2)cc1	-8	14	-5	13	-14	0	-5	3	7	-6	-2
CCc1ccc(-c2cc3c(=O)n(CC(=O)NCCN4CCCCC4C)nc(C)n3n2)cc1 (stereo unspecified)	-6	-2	-18	-18	-2	-20	31	-34	-29	8	-3
Cc1oc(-c2ccoc2)nc1CN(Cc1ccccc1)CC1CC1	-5	3	-5	-11	0	9	3	2	-5	-2	12
CCOC(=O)/C(C)=C1\NC(C)(C)Cc2ccccc21	11	-8	10	-17	4	0	5	-3	12	8	-16
Cc1sc2ncnc(SCC(=O)N3c4ccccc4Sc4ccc(Cl)cc43)c2c1C	7	-5	-29	-14	-32	7	-2	5	-26	16	7
CCC1(C)Cc2c(sc3c2c(=O)n(C)c2nnc(SCc4ccc5c(c4)OCO5)n32)CO1 (stereo unspecified)	-1	-2	2	6	13	-20	3	-5	-1	15	8
NC1=NC2=C(CCCC2)C2(CCCCC2)S1	-17	-2	19	14	12	5	3	20	-1	-1	19
COCCNc1nc(NCc2cccc(OC)c2)c2sc(-c3ccccc3)cc2n1	.	-7	-1	-5	-27	-10	14	-14	-54	1	10
Cc1cccc(NC(=O)c2ccc(Cl)nc2)n1	-2	-27	-8	-9	-28	-3	12	3	-8	18	-18
CC(=O)C(C)n1cnc2scc(-c3ccc(C)cc3)c2c1=O (stereo unspecified)	3	-1	-20	9	-11	-4	6	-1	7	4	25
O=[N+]([O-])c1ccccc1-c1ccc(/C=N/n2cnnc2)o1	9	10	-6	3	-13	-3	-4	6	3	-55	12
CC1c2cccn2CCN1S(=O)(=O)c1ccccc1 (stereo unspecified)	-2	-7	2	5	-4	5	-7	-12	-4	15	6
CCCOc1ccccc1/C=N/Nc1ccnc(=O)[nH]1	-9	0	-68	-53	-41	1	1	-76	-28	-8	-86
O=C(Nc1cccc(-c2csc(Nc3ccccc3)n2)c1)c1ccccc1	-22	-6	-73	-39	-63	33	46	-60	-31	-19	-115
COc1ccc(CNC(=O)Nc2ccc(C)cc2C)cc1	6	8	-14	12	-1	11	-5	-15	-36	-4	2
O=C(O)c1cccc(NS(=O)(=O)c2ccc(-c3ccc(S(=O)(=O)Nc4cccc(C(=O)O)c4)cc3)cc2)c1	-4	-3	15	-1	7	15	-3	6	-23	2	-9
CC(=O)c1ccc(NC(=O)c2noc3c2CCC3)cc1	65*	30	-49	-4	-2	94*	39	-4	54*	-38	-92
CCOC(=O)CSc1ccc(S(=O)(=O)N2CCCCC2)cc1[N+](=O)[O-]	5	22	10	8	20	7	-1	10	14	6	10
CC(C)c1ccc(NC(=O)COC(=O)COc2ccccc2)cc1	-2	-9	-18	3	23	-21	3	-3	-23	10	8
COc1cc(/C(C)=N/N2CCOCC2)cc(OC)c1OC	-3	0	-4	-3	-25	6	3	9	-15	3	-2
Cc1ccc(CNC(=O)C2CCCN(C(=O)Nc3ccc(F)cc3)C2)cc1 (stereo unspecified)	-4	-9	3	13	-10	9	1	1	-5	13	6
Cc1cc(-c2n[nH]c(=S)n2/N=C/c2cccs2)n[nH]1	2	0	-65	-10	12	1	-7	11	-8	-14	16
O=C1CC(c2c[nH]c3ccccc23)C(=O)N1 (stereo unspecified)	-15	-1	-13	-4	-25	5	5	5	6	0	1
O=C(CCc1nc2ccccc2c(=O)[nH]1)Nc1cccc(S(=O)(=O)N2CCOCC2)c1	5	-14	-12	8	-2	4	4	-3	2	31	8

New compounds follow:
SMILES	LMP1 NFkB inh	KKLEB tox	NCOA1 inh	COUP-TFII inh	NCOA2 inhibitor	TWEAK-Fn14 inh	C8 TRAIL sens	SRC3 inh	TROY signal inh	CF NFkB block	LRH-1 inv ag
CC1(c2ccc3ccccc3c2)NC(=O)N(CC(=O)N2CCN(c3ccccc3O)CC2)C1=O (stereo unspecified)	-1	4	-23	10	-17	8	1	14	-11	6	15
CCOC(=O)C1=NNC(C(=O)c2ccc(C)cc2)C1c1ccc(C)cc1 (stereo unspecified)	-3	6	-4	2	24	-12	-11	1	-1	-10	1
CCCCOc1ccc(C(=O)N2CCCCCC2)cc1	-13	3	-12	-5	-9	-23	5	-31	-74	4	-18
O=S(=O)(N1CCCCC1)n1nnc2ccccc21	-14	1	-10	-2	14	2	-10	12	6	-8	26
CCOC(=O)/C(=N/Nc1ccc(C)cc1)S(=O)(=O)c1ccc(Cl)cc1	-25	-2	-49	-15	-13	-27	20	-51	-37	3	-42

By substructure: the compounds so far with a furan ring, fused or not.
SMILES	LMP1 NFkB inh	KKLEB tox	NCOA1 inh	COUP-TFII inh	NCOA2 inhibitor	TWEAK-Fn14 inh	C8 TRAIL sens	SRC3 inh	TROY signal inh	CF NFkB block	LRH-1 inv ag
Cc1oc(-c2ccoc2)nc1CN(Cc1ccccc1)CC1CC1	-5	3	-5	-11	0	9	3	2	-5	-2	12
O=[N+]([O-])c1ccccc1-c1ccc(/C=N/n2cnnc2)o1	9	10	-6	3	-13	-3	-4	6	3	-55	12

Assay outcomes (PubChem)
